Compound activity from PubChem.
A3A deaminase = inhibitors of human APOBEC3A DNA deaminase | recombinant A3A, FAM/TAMRA ssDNA deamination fluorescence | AID 493011 | actives 0.41% (n = 330,000) | inhibition, % at 20 µM;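 active = at least 40% inhibition at 20 µM here, with at most 30% in a related deaminase screen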;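 also: plate controls were A3A with DMSO for no effect and wells lacking A3A enzyme for full effect; some results filed as inactive read as strong as hits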
Target sequence (P31941 whole entry, looked up): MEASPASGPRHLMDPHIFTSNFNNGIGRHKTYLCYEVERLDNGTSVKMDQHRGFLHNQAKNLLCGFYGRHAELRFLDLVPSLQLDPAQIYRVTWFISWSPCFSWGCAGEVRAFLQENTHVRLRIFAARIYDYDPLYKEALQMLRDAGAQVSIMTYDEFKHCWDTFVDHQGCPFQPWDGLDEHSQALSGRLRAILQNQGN
mIAP block = blocks mouse intestinal alkaline phosphatase | purified mouse IAP, CDP-Star luminescence, 30 min | inhibition, % at 10 µM | actives 0.2% (n = 330,000) | AID 2806;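 active = inhibition of at least 40% at 10 µM in the primary screen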;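 also: plate controls were DMSO with enzyme for no effect and no enzyme wells for full effect; values of inactives mirror those of a sister screen read the other way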
NALP3 yeast inh = blocks the NALP3 inflammasome reconstituted in yeast. Yeast reconstituted NLRP3/ASC/caspase-1, beta-gal luminescence, 24 h. inhibition, % at 10 µM. actives 0.39% (n = 330,000). AID 2825;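 active = inhibition of 50% or more; inactive = inhibition below 50%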;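 also: plate controls were induced DMSO wells for no effect and uninduced yeast grown without galactose for full effect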
beta cell repl = MIN6 beta-cell proliferation induction. MIN6 cells proliferation, ATPlite luminescence, 48 h; cells starved in 0.2% serum; 100% = growth in 10% serum. proliferation, % at 10 µM. actives 0.29% (n = 330,000). AID 2380;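 active = compounds whose signal lies at least 3.5 SD above the mean of all wells on their plate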;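 also: 0% = DMSO-treated cells in low-serum medium and 100% = 10% serum control; some compounds called inactive have numbers as strong as hits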
hIAP act = human IAP activation. purified human IAP, CDP-Star luminescence, 30 min; active compounds read high; 1 = vehicle-only enzyme, 0 = enzyme-free background. activation factor at 10 µM. actives 0.16% (n = 330,000);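 active = activation factor of the enzyme at least 2-fold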; also: the source names both 10 and 20 µM as test concentration; values of inactives mirror those of a sister screen read the other way
APOBEC3G inh = inhibitors of human APOBEC3G DNA deaminase | Q9HC16 | inhibition, % at 20 µM | recombinant A3G, ssDNA deamination FAM/TAMRA fluorescence | actives 0.28% (n = 330,000);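 active = inhibition of at least 40% at 20 µM, with no more than 30% in the related APOBEC3A deaminase screen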;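 also: plate controls were DMSO wells with A3G for no effect and wells lacking A3G enzyme for full effect; some compounds called inactive have numbers as strong as hits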
Target sequence (Q9HC16 whole entry, looked up): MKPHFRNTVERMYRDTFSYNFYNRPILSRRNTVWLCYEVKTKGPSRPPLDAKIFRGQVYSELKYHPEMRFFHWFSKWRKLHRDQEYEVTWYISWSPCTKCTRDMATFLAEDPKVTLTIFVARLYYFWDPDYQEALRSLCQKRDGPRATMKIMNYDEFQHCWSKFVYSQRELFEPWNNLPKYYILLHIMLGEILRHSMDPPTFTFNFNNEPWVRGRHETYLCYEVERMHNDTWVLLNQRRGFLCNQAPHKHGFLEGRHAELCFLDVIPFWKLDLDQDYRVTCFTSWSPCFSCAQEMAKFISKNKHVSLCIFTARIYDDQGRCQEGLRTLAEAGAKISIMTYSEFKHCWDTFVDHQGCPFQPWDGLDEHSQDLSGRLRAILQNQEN
mIAP activ = increases mouse intestinal alkaline phosphatase activity | muIAP, CDP-Star luminescence, 30 min; active compounds read high; 1 = vehicle-only enzyme signal, 0 = enzyme-free wells | activation factor at 10 µM | actives 0.24% (n = 330,000);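 active = activation factor of at least 2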; also: the source names both 10 and 20 µM as test concentration; values of inactives mirror those of a sister screen read the other way
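Assay system: mouse IAP enzyme / Compound: DMSO-dissolved test compounds / Timing: 30 min, room temperature / Measured by: luminescence from enzymatic CDP-Star hydrolysis / Control set: DMSO-only wells, enzyme-free buffer wells as negative control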
SENP1 inh = SENP1 (human) catalytic domain inhibition | AID 624204 | inhibition, % at 10 µM | recombinant SENP1 catalytic domain, CyPet-SUMO1-YPet FRET cleavage | actives 0.21% (n = 360,000) | Q9P0U3;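 active = inhibition at least 30% at 10 µM, raw YFP signal under a set limit, fluorescence ratio 0.5 to 1.5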;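 also: 0% = enzyme with DMSO and 100% = no enzyme wells; some results filed as inactive read as strong as hits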
Target sequence (Q9P0U3 419-644 limits assumed): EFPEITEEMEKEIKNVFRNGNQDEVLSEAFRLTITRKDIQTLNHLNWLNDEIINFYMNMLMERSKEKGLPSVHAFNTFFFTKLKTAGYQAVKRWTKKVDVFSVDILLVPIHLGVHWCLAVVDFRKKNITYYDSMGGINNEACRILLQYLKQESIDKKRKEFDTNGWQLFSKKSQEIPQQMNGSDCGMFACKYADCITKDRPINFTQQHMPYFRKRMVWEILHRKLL
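Material – human SENP1 catalytic domain · Input – SENP1 enzyme, 20 pM final · Compound dosing – single concentration of 10 µM compound, 0.5% DMSO final · Timing – enzyme reaction for 50 min at room temperature, dark · Measured by – FRET fluorescence in CFP and YFP emission channels · Control set – no-enzyme wells low, DMSO-plus-enzyme wells high control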
hIAP inh = blocks human intestinal alkaline phosphatase; P09923; purified IAP, CDP-Star luminescence, 30 min; inhibition, % at 10 µM; actives 0.12% (n = 330,000);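 active = inhibition reaching a set limit with compound at 10 µM in the primary screen, cut at about 35% in these data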;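 also: plate controls were DMSO wells with enzyme for no effect and no-enzyme buffer wells for full effect; values of inactives mirror those of a sister screen read the other way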
* hit, by the source's call; nt = no result given.

(1) CCN(CC(=O)Nc1c(F)cccc1F)C(=O)CSc1nc2ccccc2o1
(2) Fc1ccc(NCc2nnc(SCc3nnc(-c4ccccc4)o3)n2CC2CCCO2)cc1 (stereo not given)
(3) O=c1c2ccc([N+](=O)[O-])c3cccc(c32)c2nc3ccccc3n12
(4) Cn1nc(C(F)(F)F)c(-c2ccc(F)cc2)c1NC(=O)Nc1ccc(F)cc1
(5) Cc1ccccc1CSCCNC(=S)Nc1ccccc1
(6) CCN(CC)CCCNc1nnc(C)c(=O)[nH]1
assay / compound | 1 | 2 | 3 | 4 | 5 | 6
A3A deaminase | -1 | -3 | -6 | 1 | -4 | 0
mIAP block | 2 | 2 | 3 | -83 | -58 | -4
NALP3 yeast inh | 8 | -8 | -3 | 4 | 41 | 8
beta cell repl | -1 | -2 | -5 | -4 | -5 | -2
hIAP act | 1 | 1 | 1.1 | 1.1 | 1.2 | 1.1
APOBEC3G inh | -9 | -2 | -7 | -1 | -5 | 1
mIAP activ | 0.98 | 0.98 | 0.97 | 1.8 | 1.6 | 1
SENP1 inh | -1 | 2 | nt | 3 | 1 | 3
hIAP inh | -5 | -5 | -5 | -6 | -24 | -15

(7) CNC(=O)C(=O)Nc1cc2c3c(c1)CCC(=O)N3CCC2
(8) COc1ccc(C(CNC(=O)C2CCN(S(=O)(=O)c3ccc(F)cc3)CC2)N(C)C)cc1 (stereo not given)
(9) CCN1CCN(S(=O)(=O)c2ccc(Cl)c(C(=O)NC(C)c3ccccc3Cl)c2)CC1 (stereo not given)
(10) CN(C)CCNC(=O)c1cc2c(s1)-c1ccc(Cl)cc1SC2
(11) CC(=O)c1ccc(N2CCN(c3ncc(C(F)(F)F)cc3Cl)CC2)cc1
(12) COc1ccc(S(=O)(=O)NCCCCNS(=O)(=O)c2ccc(OC)cc2)cc1
assay / compound | 7 | 8 | 9 | 10 | 11 | 12
A3A deaminase | -2 | 14 | 0 | -2 | -3 | 0
mIAP block | 6 | -9 | 0 | 5 | 6 | -2
NALP3 yeast inh | 0 | 21 | 6 | -7 | 17 | 0
beta cell repl | 2 | -1 | -3 | -6 | -1 | 4
hIAP act | 0.83 | 1.1 | 1 | 0.98 | 1.2 | 0.79
APOBEC3G inh | -7 | -1 | -4 | -7 | -5 | 2
mIAP activ | 0.94 | 1.1 | 1 | 0.95 | 0.94 | 1
SENP1 inh | 1 | -1 | 1 | -19 | -4 | 2
hIAP inh | 17 | -9 | -2 | 2 | -23 | 21

(13) CCCCOc1ccc(C(=O)Nc2ccncc2)cc1
(14) CC(OC(=O)CC1CCCCC1)C(=O)Nc1cccc(C#N)c1 (stereo not given)
(15) CCOc1cc(/C=N/NC(=O)C2CCCC2)ccc1O
(16) CCc1nnc(NC(=O)[C@@H]2CCCN2S(=O)(=O)c2ccc3c(c2)OCCO3)s1
(17) O=C(NCCCN1CCCC1=O)c1cc(COc2ccc(F)cc2F)on1
(18) CC1=NN(c2ccccc2)C(=O)/C1=C\c1cn(-c2ccccc2)nc1C
assay / compound | 13 | 14 | 15 | 16 | 17 | 18
A3A deaminase | 0 | -2 | 1 | 4 | -3 | -3
mIAP block | 0 | -4 | 4 | 4 | -5 | 14
NALP3 yeast inh | -4 | 23 | -9 | 8 | 5 | 15
beta cell repl | -7 | -2 | -2 | -3 | -2 | 0
hIAP act | 1.1 | 1.2 | 1.1 | 0.98 | 1.2 | 1.2
APOBEC3G inh | -6 | -10 | -4 | -2 | -5 | -1
mIAP activ | 1 | 1 | 0.95 | 0.96 | 1.1 | 0.86
SENP1 inh | -1 | 4 | 0 | -1 | 0 | 3
hIAP inh | -7 | -16 | -6 | 2 | -21 | -16

(19) CC(Oc1ccc(Br)cc1Cl)C(=O)Nc1ccncc1 (stereo not given)
(20) Cc1nnc(NC(=O)CSCc2ccccc2)s1
(21) CCN(CC)c1ccc2c(c1)CCCN2
(22) O=c1c2ccccc2[nH]c2ccc(F)cc12
(23) CC(C)CC(=O)c1c[nH]c(C(=O)NCC2CCCO2)c1 (stereo not given)
(24) CCc1nnc(NC(=O)CSc2nnc(-c3ccc(NS(=O)(=O)c4ccccc4)cc3)o2)s1
assay / compound | 19 | 20 | 21 | 22 | 23 | 24
A3A deaminase | -4 | -1 | 0 | 2 | -4 | 0
mIAP block | -10 | 2 | 0 | -6 | 0 | -7
NALP3 yeast inh | 31 | 22 | 12 | 22 | -7 | -1
beta cell repl | -1 | -4 | -4 | 1 | -1 | 0
hIAP act | 1 | 1.1 | 1 | 1 | 1.2 | 0.95
APOBEC3G inh | -5 | 8 | 8 | -5 | -1 | -13
mIAP activ | 1.1 | 0.98 | 0.99 | 1.1 | 1 | 1.1
SENP1 inh | 3 | 2 | nt | -21 | 1 | 3
hIAP inh | -4 | -11 | -5 | -4 | -17 | 5

(25) COc1ccc(CCN(C(=O)/C=C/C(=O)O)C2CC(=O)N(c3ccccc3)C2=O)cc1 (stereo not given)
(26) CCOC(=O)N1CCN(C(=O)c2cc(Cl)c(Cl)cc2C(=O)O)CC1
(27) CC(C)c1ccc(-c2nc3ccccc3s2)cc1
(28) O=C(NCc1ccc2c(c1)OCO2)C1CCC(=O)N1C1CCCC1 (stereo not given)
(29) O=C(COc1ccc(F)cc1)N1CCc2ccccc2C1
(30) CCCCc1c(C)nc2c(OC)cccc2c1SCC(=O)O
assay / compound | 25 | 26 | 27 | 28 | 29 | 30
A3A deaminase | -1 | -7 | -3 | -2 | -3 | 0
mIAP block | 7 | -5 | -4 | -15 | 0 | -6
NALP3 yeast inh | 11 | 1 | 9 | -1 | 5 | -7
beta cell repl | -2 | -2 | -7 | -1 | 3 | -2
hIAP act | 1.1 | 1.2 | 0.87 | 1 | 0.95 | 0.99
APOBEC3G inh | -2 | -6 | -5 | -3 | -10 | -5
mIAP activ | 0.93 | 1 | 1 | 1.2 | 1 | 1.1
SENP1 inh | -2 | -2 | 1 | 3 | 0 | 0
hIAP inh | -8 | -16 | 13 | -2 | 5 | 1

8 of the compounds above, as a markdown table:
| No. | Molecule | A3A deaminase | mIAP block | NALP3 yeast inh | beta cell repl | hIAP act | APOBEC3G inh | mIAP activ | SENP1 inh | hIAP inh |
| --- | --- | --- | --- | --- | --- | --- | --- | --- | --- | --- |
| 1 | CCN(CC(=O)Nc1c(F)cccc1F)C(=O)CSc1nc2ccccc2o1 | -1 | 2 | 8 | -1 | 1 | -9 | 0.98 | -1 | -5 |
| 2 | Fc1ccc(NCc2nnc(SCc3nnc(-c4ccccc4)o3)n2CC2CCCO2)cc1 (stereo not given) | -3 | 2 | -8 | -2 | 1 | -2 | 0.98 | 2 | -5 |
| 3 | O=c1c2ccc([N+](=O)[O-])c3cccc(c32)c2nc3ccccc3n12 | -6 | 3 | -3 | -5 | 1.1 | -7 | 0.97 | nt | -5 |
| 4 | Cn1nc(C(F)(F)F)c(-c2ccc(F)cc2)c1NC(=O)Nc1ccc(F)cc1 | 1 | -83 | 4 | -4 | 1.1 | -1 | 1.8 | 3 | -6 |
| 5 | Cc1ccccc1CSCCNC(=S)Nc1ccccc1 | -4 | -58 | 41 | -5 | 1.2 | -5 | 1.6 | 1 | -24 |
| 6 | CCN(CC)CCCNc1nnc(C)c(=O)[nH]1 | 0 | -4 | 8 | -2 | 1.1 | 1 | 1 | 3 | -15 |
| 7 | CNC(=O)C(=O)Nc1cc2c3c(c1)CCC(=O)N3CCC2 | -2 | 6 | 0 | 2 | 0.83 | -7 | 0.94 | 1 | 17 |
| 8 | COc1ccc(C(CNC(=O)C2CCN(S(=O)(=O)c3ccc(F)cc3)CC2)N(C)C)cc1 (stereo not given) | 14 | -9 | 21 | -1 | 1.1 | -1 | 1.1 | -1 | -9 |

Later entries:
(31) CCOc1ccc(CN2CCNC(=O)C2CC(=O)NCC2CCOCC2)cc1 (stereo not given)
(32) CCn1c(SCC(=O)NC(C)(C)C)nnc1-c1ccncc1
(33) COCCN(C(=O)CCC(=O)Nc1ccccn1)C(C(=O)NC(C)C)c1ccc(Cl)cc1 (stereo not given)
(34) COc1ccc(NC(=O)C(c2ccc(OC)cc2)N(C)C(=O)Cc2cccs2)cc1 (stereo not given)
(35) CC(=O)NC1C(OCc2ccccc2)OC2COC(C)(C)OC2C1O (stereo not given)
(36) Cc1ccc(C(=O)N/C(=C/c2ccco2)C(=O)NCc2ccco2)cc1
assay / compound | 31 | 32 | 33 | 34 | 35 | 36
A3A deaminase | -5 | -2 | -2 | -2 | -7 | 5
mIAP block | 9 | -8 | 6 | -2 | 6 | 2
NALP3 yeast inh | 13 | 2 | -2 | 0 | 6 | 7
beta cell repl | -1 | 0 | 0 | -2 | -3 | 1
hIAP act | 1.1 | 0.95 | 0.99 | 1 | 1 | 1
APOBEC3G inh | -5 | -10 | -6 | 0 | -5 | 2
mIAP activ | 0.91 | 1.1 | 0.94 | 1 | 0.94 | 0.98
SENP1 inh | -7 | 1 | 1 | 3 | 2 | -5
hIAP inh | -10 | 5 | 1 | -3 | -4 | -4

(37) COc1ccccc1N1C(=O)C2C(C(=O)c3ccccc3)=NN(c3ccccc3OC)C2C1=O (stereo not given)
(38) COc1ccc(S(=O)(=O)N2CCOCC2)cc1NC(=O)C1COc2ccccc2O1 (stereo not given)
(39) Cn1c(=O)c2c(nc(N3CCOCC3)n2CCNC2=NCCC2)n(C)c1=O
(40) Cc1cc(C)c(NC(=O)CSc2nncn2-c2cccnc2)c(C)c1
(41) CCOC(=O)CNc1c(-c2ccc(O)cc2)nc2ccccn12
(42) Cn1nnnc1Sc1ncnc2scc(-c3cccc4ccccc34)c12
assay / compound | 37 | 38 | 39 | 40 | 41 | 42
A3A deaminase | -4 | 1 | 2 | -2 | 1 | 3
mIAP block | 14 | 0 | 3 | 7 | 12 | -8
NALP3 yeast inh | 16 | 9 | 12 | 18 | 4 | 0
beta cell repl | 2 | -5 | 0 | 1 | -2 | -6
hIAP act | 0.9 | 1 | 0.77 | 0.97 | 0.95 | 1
APOBEC3G inh | -6 | 0 | 0 | -7 | -3 | 1
mIAP activ | 0.86 | 1 | 0.97 | 0.93 | 0.88 | 1.1
SENP1 inh | -6 | 1 | 1 | -2 | -11 | -3
hIAP inh | 10 | -1 | 23 | 3 | 5 | -1

(43) CCOc1cc(C2NC(=O)NC2=O)ccc1O (stereo not given)
(44) O=C1NC(c2ccccc2)(C(F)(F)F)SC2=CCCCCN12 (stereo not given)
(45) COCc1c(Br)c(C)nc(OCC(=O)O)c1C#N
(46) COc1ccc(S(=O)(=O)N2CCc3ccccc3C2)cc1
(47) COc1ccc(NC(=O)c2cc(Br)c(Br)s2)cn1
assay / compound | 43 | 44 | 45 | 46 | 47
A3A deaminase | -2 | 1 | 7 | 2 | -3
mIAP block | 13 | 7 | -21 | -5 | -10
NALP3 yeast inh | 14 | 7 | -6 | 27 | -11
beta cell repl | -2 | 3 | 4 | -1 | 3
hIAP act | 0.88 | 1.1 | 0.99 | 1.1 | 1.1
APOBEC3G inh | -8 | 0 | 2 | 5 | -3
mIAP activ | 0.87 | 0.93 | 1.2 | 1 | 1.1
SENP1 inh | -1 | 0 | 1 | 2 | 0
hIAP inh | 12 | -12 | 1 | -5 | -6

Only part of the results is shown; rates above refer to the full screens.
